Salmonella PhoP GFP = PhoP regulon inhibitors, Salmonella typhi PhoP promoter GFP reporter, confirmatory (AID 1850); one-dose inhibition, % at 50 µM; IC50 in µM for titrated hits; actives 0.33% (n = 310,000); Salmonella Typhi PhoP-promoter GFP reporter, fluorescence, 4 h; higher % means a stronger effect; in the data active = a potency from the dose series; inconclusive = inhibition mostly from about 25% at the one dose, without a potency; inactive = the rest, 99 in 100 with inhibition below about 19%;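 also: 0% = induced wells with vehicle and 100% = uninduced wells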
inhibitors of VEEV = inhibitors of VEEV TC-83 cytopathic effect, confirmation, Vero cells (AID 588727) | actives 0.13% (n = 350,000) | one-dose inhibition, % at 20 µM; IC50 in µM for titrated hits | Vero cells, VEEV TC-83 cytopathic effect inhibition; higher % means a stronger effect; in the data active = a potency from the dose series; inconclusive = inhibition mostly from about 14% at the one dose, without a potency; inactive = the rest, 99 in 100 with inhibition below about 12%; also: strong numbers were not always called active
M. tuberculosis HTS = M. tuberculosis growth inhibition, HTS (AID 449762). M. tuberculosis H37Rv growth inhibition, 7H9 media; higher % means a stronger effect. one-dose inhibition, % at 25 µM; IC50 in µM for titrated hits. actives 0.59% (n = 330,000); in the data active = a potency from the dose series; inconclusive = inhibition above about 70% without an active follow-up result;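 also: bacterial growth assessed after seven days of incubation; strong numbers were not always called active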
M. tuberculosis = growth inhibition of non-replicating M. tuberculosis (AID 488890) | Mycobacterium tuberculosis non-replicating, growth inhibition; higher % means a stronger effect | inhibition, % at 25 µM; hits with a dose series show IC50 in µM | actives 0.39% (n = 320,000); in the data active = a potency from the dose series; inconclusive = inhibition mostly from about 82% at the one dose, without a potency; inactive = the rest, 99 in 100 with inhibition below about 76%;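 also: plate controls were DMSO cells for no effect and high antibiotic wells for full effect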
H1N1 NS1A inhibition = H1N1 influenza NS1A inhibitors, functional cell based assay (AID 504329). NS1A functional cell-based assay, percent inhibition; higher % means a stronger effect. inhibition, % at 12.5 µM, or IC50 in µM where a hit was titrated. actives 0.3% (n = 340,000); in the data active = a potency from the dose series; inconclusive = inhibition above about 27% without an active follow-up result; also: strong numbers were not always called active
inhibitors of VEEV 10K pilot screen = second read-out of inhibitors of VEEV, no call of its own (marks repeat the call); inhibition, %; measured here: 10K pilot screen inhibition
* marks the source's active call; other numbers are inactive results; i = inactive; ? = inconclusive; . = not tested or not shown.

SMILES	Salmonella PhoP GFP	inhibitors of VEEV	M. tuberculosis HTS	M. tuberculosis	H1N1 NS1A inhibition	others
CCOc1ccc(N2C(=O)Nc3ccccc3C2(O)C(=O)NCc2ccc(F)cc2)cc1 (stereo not drawn)	8%	0.6%	-1%	-7%	-3%
O=C1c2ccccc2C(=O)N1Cc1ccco1	-7%	i	-2%	.	4%
COc1ccccc1OCC(=O)N1CCCC(N(C)Cc2ccccc2)C1 (stereo not drawn)	-16%	0.1%	19%	-10%	-11%
O=Cc1cccn1Cc1ccccc1[N+](=O)[O-]	-4%	0.1%	4%	4%	-2%
CS(=O)(=O)N(CC(=O)N1CCCCC1)c1cccc(F)c1	-9%	0.6%	-3%	-16%	4%
CN(C)/N=C/C=C1\CC/C(=C\c2ccc(Br)cc2)C1=O	3%	3.6%	3%	58%	5%
O=C(O)CCC(=O)NCc1ccc2[nH]c3c(c2c1)CCCC3	-2%	5.7%	-1%	-6%	3%
CCOC(=O)c1c(NC(=O)CSc2ncccn2)sc2c1CCN(Cc1ccccc1)C2	4%	5.4%	.	.	-9%
COc1cc(CNc2ccc(N3CCN(C(C)=O)CC3)cc2)ccc1OCc1ccc(F)cc1	8%	i	-7%	56%	-8%
CS(=O)(=O)N1CCc2cc(C(=O)Nc3cccc([N+](=O)[O-])c3)ccc21	0%	1.0%	7%	-10%	-1%
CSc1ccc(-c2c(C#N)c(N)nc3c2CCCC3)cc1	-13%	2.2%	4%	18%	-7%
COc1ccc(-c2cccc(NS(=O)(=O)c3cc([N+](=O)[O-])c(C)c([N+](=O)[O-])c3)c2)nn1	5%	2.9%	15%	-2%	-12%
Cc1oc(C(C)(C)C)cc1C(=O)N1CCN(c2ccc(C(F)(F)F)cn2)CC1	11%	i	-5%	25%	2%
CN(C)CCC=C1c2ccccc2C=Cc2ccccc21	12%	1.6%	-4%	41%	5%
COc1ccc(OC)c(NC(=O)C2CCN(c3nc(C)cc(C)n3)CC2)c1	6%	4.0%	2%	-7%	1%
CNC(=O)COC(=O)CCC(=O)c1ccc(Cl)cc1	-20%	0.3%	6%	17%	-4%
Cc1ncc(CN2CCCC(C(=O)Nc3ccc(-n4ccnc4C)cc3)C2)cn1 (stereo not drawn)	5%	4.4%	-2%	0%	7%
Cc1c(C)c2cccnc2c2ncccc12	.	8.4%	?	72%	4%
O=C(CN1CCCC1c1cccs1)Nc1cc(S(=O)(=O)N2CCCCC2)ccc1Cl (stereo not drawn)	.	3.0%	.	.	-14%
O=C(Cc1ccc(S(=O)(=O)N2CCOCC2)s1)Nc1cc(C(F)(F)F)cc(C(F)(F)F)c1	.	i	16%	27%	7%
Cc1sc(NC(=O)CN(Cc2ccc(F)cc2)C(=O)C(C)(C)C)c(C(N)=O)c1C	-2%	i	7%	11%	-4%
O=C(Nc1ccc(S(=O)(=O)Nc2ccccc2F)cc1)N1CCCCC1	-6%	0.5%	-8%	-2%	-9%
O=C(Cn1c(=O)sc2ccccc21)Nc1ccccc1C(=O)O	4%	0.5%	1%	21%	3%
CN(C)C(CNC(=O)CCC(=O)c1ccc(Br)cc1)c1ccccc1 (stereo not drawn)	-2%	0.6%	6%	27%	-15%
CC(=O)NC(c1ccc(C)cc1)c1cc([N+](=O)[O-])c2cccnc2c1O (stereo not drawn)	-2%	12%	-1%	29%	22%
CN(C)c1ccc(C(=O)OCC(=O)NCCC2=CCCCC2)cc1	-1%	9.4%	-9%	44%	-2%
Cc1cccc(N2C(=O)NC(=O)/C(=C\c3ccc(N4CCOCC4)cc3)C2=O)c1	-3%	0.6%	-9%	-8%	-4%
CC(=O)NC(c1ccc(C(C)C)cc1)c1c(O)ccc2ccccc12 (stereo not drawn)	-6%	i	-3%	.	.
O=C(CCN1CCCCC1)NCC(=O)Nc1ccc(Br)cc1C(=O)c1ccccc1	2%	7.1%	-4%	-1%	3%
CN(C)C(CNC(=O)c1ccc(NS(=O)(=O)c2ccc3[nH]c(=O)[nH]c3c2)cc1)c1ccccc1 (stereo not drawn)	-4%	2.1%	3%	5%	-6%
Nc1cccc2cc(-c3ccccc3)oc12	.	3.3%	14%	12%	-1%
Cc1c(Nc2nc3ccccc3nc2NS(=O)(=O)c2cccs2)c(=O)n(-c2ccccc2)n1C	-7%	2.8%	-7%	-7%	-6%
O=C(O)c1ccccc1C(=O)c1ccc(Cl)cc1	-32%	0.2%	1%	19%	-2%
CCCN(CCC(=O)Nc1cc(OC)cc(OC)c1)CC1CC1	12%	1.3%	-6%	9%	6%
COc1cc(CNc2nc(C)c([N+](=O)[O-])c(C)c2C#N)cc(OC)c1OC	-4%	0.9%	6%	16%	-4%
CSc1nccc(-c2cc(Cl)sc2Cl)n1	0%	1.4%	1%	3%	-3%
COc1ccc(CC(=O)Nc2c(C(=O)N3CCN(c4ncccn4)CC3)oc3ccccc23)cc1OC	6%	1.7%	4%	23%	-4%
CCN1CC(C)(C)N(C(=O)c2ccccc2)CC1(C)C	.	0.7%	.	.	-23%
CCOc1cccc(C(=O)NC(c2ccccc2)C(C)C)c1 (stereo not drawn)	9%	1.4%	1%	-4%	-10%
COc1ccc(C(=O)N/C(=C\c2ccccc2)C(=O)Nc2ccc(C(=O)NCC(=O)O)cc2)cc1	-3%	0.3%	-3%	-11%	-2%
COC(=O)C1CCN(C(=O)CN2C(=O)NC3(CCC(C)CC3)C2=O)CC1 (stereo not drawn)	.	1.6%	5%	0%	-13%
c1ccc2c(OCCCCN3CCOCC3)cccc2c1	-8%	0.7%	4%	3%	-4%
CC(C)(CNC(=O)CC1C(=O)NCCN1Cc1cccc(F)c1F)N1CCOCC1 (stereo not drawn)	11%	2.7%	2%	7%	-5%
CC1Cc2ccccc2N1S(=O)(=O)c1cccc(C(=O)OCC(=O)N2CCOCC2)c1 (stereo not drawn)	.	2.9%	5%	15%	-3%
CCCCNC(=O)Nc1ccnn1C1CCCCC1	-4%	0.6%	-4%	5%	14%
COc1ccc(CNCc2ccc(C)cc2)c(OC)c1	7%	0.7%	4%	10%	-2%
c1ccc(CSc2nnc(-c3ccccn3)n2-c2ccccc2)cc1	-7%	i	5%	-8%	7%
Cc1ccccc1Nc1nnc(SCC(=O)Nc2ncc(C(F)(F)F)cc2Cl)s1	-10%	1.1%	-5%	?	13%
COc1ccccc1NC(=S)NNC(=O)c1ccncc1	-5%	0.5%	-4%	67%	13%
Oc1ccc2ccccc2c1CNn1cnnc1	2%	i	-1%	40%	-16%

Next section; the last 3 above are carried over.
SMILES	Salmonella PhoP GFP	inhibitors of VEEV	M. tuberculosis HTS	M. tuberculosis	H1N1 NS1A inhibition	others
Cc1ccccc1Nc1nnc(SCC(=O)Nc2ncc(C(F)(F)F)cc2Cl)s1	-10%	1.1%	-5%	?	13%
COc1ccccc1NC(=S)NNC(=O)c1ccncc1	-5%	0.5%	-4%	67%	13%
Oc1ccc2ccccc2c1CNn1cnnc1	2%	i	-1%	40%	-16%
O=C(NN1C(=O)C2C3C=CC(C4CC34)C2C1=O)c1cccc(Br)c1 (stereo not drawn)	0%	i	-9%	-12%	2%
O=C(COC(=O)c1cccc(S(=O)(=O)N2CCCCCC2)c1)Nc1ccccc1	.	3.4%	.	.	-4%
O=C(NC(=S)N1C[C@H]2C[C@H](C1)c1cccc(=O)n1C2)c1ccc(F)cc1	10%	1.3%	-13%	49%	1%
COc1cccc(-c2cc(C(=O)NC3CCCCC3)no2)c1	8%	5.0%	-9%	38%	-3%
COc1ccccc1NC(=O)C1(c2ccccc2)CCCC1	-5%	4.0%	40%	73%	-2%
CCc1noc(C)c1C(=O)Nc1nc2c(C)cc(C)cc2s1	4%	5.9%	?	33%	5%
CCCCn1cc2c(c1-c1cccc(C)c1)c(=O)n(C)c(=O)n2C	10%	3.2%	4%	21%	1%
O=C(CSc1ncnc2ccccc12)c1cccs1	2%	i	2%	77%	4%
Cc1ccc(Cc2c[nH]c(=S)s2)cc1	-2%	8.0%	?	?	1%
CSc1nc(-c2ccco2)nn1S(C)(=O)=O	-2%	1.3%	-6%	-5%	3%
CCOC(=O)N1CCC(n2c(SCC(=O)NCCC3=CCCCC3)nc3ccccc3c2=O)CC1	5%	i	-10%	33%	-6%
O=[N+]([O-])c1ccc(Nc2ccccc2O)c2nonc12	6%	i	?	5.9µM*	22%
CCn1ncc(C2=NOC(C(=O)Nc3ccc(C)cc3)C2)c1C (stereo not drawn)	-8%	0.8%	5%	3%	8%
Cc1cccc(-n2c(O)c(C=NC3CCS(=O)(=O)C3)c3ccccc3c2=O)c1 (stereo not drawn)	10%	i	-4%	-3%	-4%
NC(=O)COc1ccc(/C=N/NC(=O)C2CCCN2S(=O)(=O)c2ccc(Cl)cc2)cc1 (stereo not drawn)	7%	7.2%	-8%	-6%	-2%
O=C(CSc1ncnc2c1cnn2-c1ccc(F)cc1)NCC1CCCO1 (stereo not drawn)	-2%	2.1%	-29%	-3%	-3%
Clc1cccc(C2CCN(Cc3nc(COc4ccccc4)no3)C2)c1 (stereo not drawn)	-7%	1.6%	7%	69%	-1%
Cc1ccc(C(=O)COC(=O)c2cnccn2)cc1C	6%	.	-4%	14%	.
O=C(O)c1cccc(NS(=O)(=O)c2ccc(Oc3ccc(S(=O)(=O)Nc4cccc(C(=O)O)c4)cc3)cc2)c1	4%	0.2%	3%	-23%	-6%
N#CCOc1coc(CN2CCN(c3ccccc3)CC2)cc1=O	5%	0.9%	1%	-11%	6%
CCOC(=O)c1[nH]c(Cc2[nH]c(C(=O)OCC)c(C)c2CCC(=O)OC)c(CCC(=O)OC)c1C	8%	i	7%	6%	6%
COc1cccc(-c2nc(CS(=O)CC(=O)NC3CCCCC3)c(C)o2)c1 (stereo not drawn)	-3%	0.3%	-1%	-12%	2%	inhibitors of VEEV 10K pilot screen=0.1
CC12COC3(C(=O)Nc4ccc(Cl)cn4)CC1CCC32C (stereo not drawn)	4%	4.4%	-6%	-1%	9%
Cc1ccc(-n2ccnc(SCC(=O)NC3CCCC3)c2=O)cc1Cl	6%	3.6%	7%	-9%	-1%
Cc1cc(C)cc(N(CC(=O)N2CCN(c3ccccc3)CC2)S(=O)(=O)c2c(C)noc2C)c1	10%	7.9%	3%	38%	4%
CSc1nc(C)cc(OCCO)n1	-3%	1.8%	-12%	-7%	3%
Cc1ccc2nc(-c3ccc(NC(=O)C4CCCO4)cc3)[nH]c2c1 (stereo not drawn)	-1%	0.9%	-2%	5%	8%
CCc1ccccc1N(C(=O)c1snc(C(N)=O)c1N)C(C(=O)NCC1CCCO1)c1ccc(C)o1 (stereo not drawn)	2%	0.5%	1%	37%	-10%
C=CCn1c(N)cc(=O)nc1SCC(=O)N(c1ccccc1)c1ccccc1	-4%	1.9%	-1%	-13%	-13%
O=C(Nc1nc2c(s1)CCCC2)c1nn(Cc2ccccc2)c(=O)c2ccccc12	-4%	0.8%	-3%	-21%	-6%
CCS(=O)(=O)NCc1cn2c(C)csc2n1	-7%	i	1%	-8%	0%
COC(=O)COC(=O)c1ccc(-n2nnnc2SC)cc1	-11%	i	2%	60%	3%
Cc1ccc(CNC(=O)C2CCN(C(=O)c3cccc(Cl)c3)CC2)cc1	-6%	0.9%	12%	15%	-11%
COC(=O)C1=CNC=C(C(=O)OC)C1c1cccc2ccccc12	1%	5.9%	-9%	11%	-6%
COc1ccc(OC)c(N=C2SCCCN2C(=O)c2ccc(N3C(=O)CCC3=O)cc2)c1	-5%	.	-3%	9%	.
COCCCNC(=O)CCCC(=O)NCCCOC	9%	1.7%	-5%	-8%	13%

A stretch from further up:
SMILES	Salmonella PhoP GFP	inhibitors of VEEV	M. tuberculosis HTS	M. tuberculosis	H1N1 NS1A inhibition	others
Cc1ccc(CNC(=O)C2CCN(C(=O)c3cccc(Cl)c3)CC2)cc1	-6%	0.9%	12%	15%	-11%
COC(=O)C1=CNC=C(C(=O)OC)C1c1cccc2ccccc12	1%	5.9%	-9%	11%	-6%
COc1ccc(OC)c(N=C2SCCCN2C(=O)c2ccc(N3C(=O)CCC3=O)cc2)c1	-5%	.	-3%	9%	.
COCCCNC(=O)CCCC(=O)NCCCOC	9%	1.7%	-5%	-8%	13%

An unsorted share of the library, and some 1.5% of all compounds hit somewhere here.
